# S100A4 inh HTS: inhibitors of S100A4-myosin IIA peptide binding, primary screen, biochemical, fluorescence polarization, TAMRA-MyoIIA peptide; actives 0.14% (n = 360,000); inhibition, % at 10.7 µM; Protein S100-A4 (Homo sapiens), P26447;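 active = mean inhibition of at least 70% across replicates, with every replicate also reaching that level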
# Target sequence (P26447 whole entry, looked up): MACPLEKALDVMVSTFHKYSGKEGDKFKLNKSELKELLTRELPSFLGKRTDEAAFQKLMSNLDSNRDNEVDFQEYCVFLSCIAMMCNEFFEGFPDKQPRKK
#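 Material: S100A4 monomer (human). Medium: Calcium-containing HEPES buffer, pH 7.2. Probe or stimulus: labelled myosin peptide probe, 5 nM. Compound dosing: one concentration per compound. Timing: polarization read 5 min after assay mix addition, stable 5–60 min. Benchmarks: DMSO as neutral control, TFP as positive control.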
# LGR2 antag: inhibitors of bursicon-induced LGR2 CRE-luciferase signal, primary screen, cell-based, HEK293, CRE-luciferase reporter, bursicon stimulation; Drosophila bursicon receptor LGR2 (rickets); bursicon-stimulated, 4 h; inhibition, % at 9.99 µM; actives 0.35% (n = 380,000); AID 720647, 2013;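 active = drop in luminescence signal, shown as inhibition above about 50% in the replicate tests, limit read from the data, passing the limit was not always enough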;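 also: agonist challenge used bursicon conditioned medium at about half maximal strength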
# Statin myotox sup: suppressors of statin myotoxicity in C2C12 myotubes, primary screen, cell-based, single point, plate reader. C2C12 myotubes + simvastatin, ATP luminescence, 48 h; scaled: DMSO 0, geranylgeraniol control 100. rescue of ATP level, % at 7.49 µM. actives 0.78% (n = 330,000). AID 602340, 2012;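 active = mean ATP rescue above about 67%, or every replicate alone reaching that limit, limit read from the data, passing the limit was not always enough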;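 also: myotubes were challenged with 10 µM simvastatin during compound exposure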
# SIRT5 block: SIRT5 desuccinylase inhibitors, primary screen, biochemical, fluorescence imaging, single point, set 5 | Purified SirT5, succinyl-peptide AMC, trypsin-coupled fluorescence | actives 1.1% (n = 330,000) | NAD-dependent protein deacylase sirtuin-5, mitochondrial (Homo sapiens), Q9NXA8 | inhibition, % at 15 µM | AID 652115, 2013; in the data active = inhibition above about 15%
# Target sequence (Q9NXA8 whole entry, looked up): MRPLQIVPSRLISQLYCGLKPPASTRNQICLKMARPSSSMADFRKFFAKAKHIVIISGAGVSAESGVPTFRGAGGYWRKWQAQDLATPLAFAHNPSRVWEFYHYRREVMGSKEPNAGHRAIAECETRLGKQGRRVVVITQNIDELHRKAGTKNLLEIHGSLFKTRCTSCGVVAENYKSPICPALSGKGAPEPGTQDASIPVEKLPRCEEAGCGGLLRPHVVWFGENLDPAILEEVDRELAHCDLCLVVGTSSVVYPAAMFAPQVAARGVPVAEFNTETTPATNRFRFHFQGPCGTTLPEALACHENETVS
# CASP6 VEID inh: human caspase-6 inhibitors, primary screen, biochemical, VEID-R110 fluorescence, single point, set 2; inhibition, % at 12.5 µM; P55212; purified caspase-6, Z-VEID-R110 cleavage fluorescence; actives 0.53% (n = 350,000);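 active = mean inhibition across replicates at least about 35%, with every replicate also reaching that limit, limit read from the data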;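 also: 0% = median of neutral control wells and 100% = no fluorescence left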
# Target sequence (P55212 24-179 limits assumed): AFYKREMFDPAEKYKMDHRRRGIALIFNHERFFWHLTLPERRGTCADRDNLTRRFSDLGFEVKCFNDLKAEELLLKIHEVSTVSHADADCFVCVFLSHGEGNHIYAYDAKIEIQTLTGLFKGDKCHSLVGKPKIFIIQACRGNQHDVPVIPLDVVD
# Target sequence (P55212 194-293 limits assumed): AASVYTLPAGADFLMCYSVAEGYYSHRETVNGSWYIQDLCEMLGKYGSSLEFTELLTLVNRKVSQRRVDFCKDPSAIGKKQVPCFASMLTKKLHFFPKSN
# esBAF inh: Bmi1 luciferase reporter increase in mESCs, primary screen, esBAF inhibitor project, mouse ES cells, Bmi1 luciferase knock-in, single point; 24 h; 100% = twice the neutral-well signal; reporter increase, % at 12.5 µM; actives 2% (n = 350,000); in the data active = activation above about 40%;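 also: 0% = median of the plate's neutral control wells and 100% = double that signal; a rise in the Bmi1 reporter signal indicates esBAF inhibition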
# FN deposition inh: inhibitors of fibronectin matrix deposition, primary screen, AH1F cells, Alexa488-fibronectin fluorescence, plate reader; AID 743247, 2014; inhibition, % at 12.6 µM; actives 0.086% (n = 350,000); AH1F fibroblasts, overnight;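 active = mean inhibition across replicates of 30% or more, regardless of how many single replicates reach that level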;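 also: positive control wells lacked labelled fibronectin entirely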
#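 material = AH1F fibroblast monolayer depositing Alexa488-labelled fibronectin into matrix | amount = 10000 AH1F cells/well | buffer or medium = DMEM plus 2% serum, read in PBS | incubation = 1 h cell adhesion before compound, then overnight fibronectin incubation | detection = fluorescence at 485 nm excitation, 525 nm emission | evaluation = percent inhibition as loss of matrix-bound fibronectin fluorescence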
# The depositor's hits bear a star; . = no result given. The list is partial (hit frequency here may not be typical).
no. | canonical_smiles | S100A4 inh HTS | LGR2 antag | Statin myotox sup | SIRT5 block
1 | N#C[C@@H]1[C@H](c2ccccc2-c2cccc(F)c2)[C@H](CO)N1C(=O)C1CCCCC1 | -0.5 | 6.3 | . | -0.1
2 | CC1(C)C(=O)OC(c2ccccc2)C(C)(C)C1=O (configuration not stated) | -0.9 | -11.7 | 10.6 | -2.3
3 | c1csc(CNc2ccc3c(c2)OCCO3)c1 | -5.6 | 51.4* | . | 0.2
4 | C[C@@H]1CN([C@H](C)CO)C(=O)CCCn2nncc2CO[C@@H]1CN(C)C(=O)c1ccc2ccn(C)c2c1 | 7.0 | -3.9 | -8.7 | 0.6
5 | C[C@@H]1CN([C@H](C)CO)C(=O)c2cccc(NC(=O)c3ccc(-c4nccs4)cc3)c2O[C@H]1CN(C)CC1CC1 | -3.1 | 23.4 | -9.1 | 4.6
6 | CCCC(C)NC(=O)CN(c1ccc2c(c1)OCCO2)S(=O)(=O)c1ccccc1 (configuration not stated) | 2.1 | 13.6 | -8.4 | -1.1
7 | COc1cc(OC)cc(-c2nnc(NC(=O)CCS(=O)(=O)c3ccc(F)cc3)o2)c1 | -3.6 | 12.0 | -9.6 | -3.1
8 | Cc1c(N2C(=O)CSC2=S)c(=O)n(-c2ccccc2)n1C | -45.0 | . | 6.6 | 0.3

no. | CASP6 VEID inh | esBAF inh | FN deposition inh
1 | . | . | 0.1
2 | 0.4 | 7.8 | -11.5
3 | -0.2 | . | 3.6
4 | -2.8 | 2.8 | 1.1
5 | . | 13.0 | 0.6
6 | 0.0 | 1.8 | -16.3
7 | 1.1 | -4.8 | 2.6
8 | -0.7 | -0.2 | 9.8

# Nos. 1–3, reprinted for reference:
no. | canonical_smiles | S100A4 inh HTS | LGR2 antag | Statin myotox sup | SIRT5 block
1 | N#C[C@@H]1[C@H](c2ccccc2-c2cccc(F)c2)[C@H](CO)N1C(=O)C1CCCCC1 | -0.5 | 6.3 | . | -0.1
2 | CC1(C)C(=O)OC(c2ccccc2)C(C)(C)C1=O (configuration not stated) | -0.9 | -11.7 | 10.6 | -2.3
3 | c1csc(CNc2ccc3c(c2)OCCO3)c1 | -5.6 | 51.4* | . | 0.2

no. | CASP6 VEID inh | esBAF inh | FN deposition inh
1 | . | . | 0.1
2 | 0.4 | 7.8 | -11.5
3 | -0.2 | . | 3.6

# Next entries.
no. | canonical_smiles | S100A4 inh HTS | LGR2 antag | Statin myotox sup | SIRT5 block
9 | CNC[C@H](CC1CCCCC1)NC[C@H](Cc1ccccc1)NCCC12CC3CC(CC(C3)C1)C2 | 1.0 | 101.3* | -41.8 | .
10 | COC(=O)c1ccc(Cn2nc(C)c(Cl)c2C)o1 | . | . | 24.8 | .
11 | C[C@H](CO)N1C[C@H](C)[C@@H](CN(C)Cc2ccc(C(=O)O)cc2)Oc2ccc(NC(=O)Cc3cn(C)c4ccccc34)cc2CC1=O | 40.3 | 13.1 | . | 4.9
12 | COc1ccc(C(C)=O)cc1CSc1nnc(-c2ccncc2)o1 | -13.4 | -25.9 | -4.9 | -2.0
13 | CCCN(C(=O)c1cccc(S(=O)(=O)N2CCCc3ccccc32)c1)C1CCS(=O)(=O)C1 (configuration not stated) | -5.4 | 3.0 | -3.4 | -11.5
14 | C[C@@H]1CN([C@H](C)CO)C(=O)Cc2cc(NC(=O)Nc3ccccc3)ccc2O[C@@H]1CN(C)Cc1ccc(Oc2ccccc2)cc1 | 2.0 | -15.6 | -101.8 | 11.0
15 | N#Cc1ccsc1NC(=O)c1ccccn1 | . | . | -1.9 | .
16 | COc1ccc(/C=C/c2c([N+](=O)[O-])c(=O)n(C)c(=O)n2C)c(OC)c1 | 1.8 | 23.6 | 13.5 | -1.6

no. | CASP6 VEID inh | esBAF inh | FN deposition inh
9 | 23.0 | -7.7 | 60.1*
10 | . | 4.1 | 0.8
11 | -0.3 | . | .
12 | -2.4 | -3.9 | -1.3
13 | -2.0 | 4.4 | -0.4
14 | -0.3 | -1.4 | .
15 | . | 19.4 | 12.1
16 | 2.6 | 1.6 | -1.6

# (listing goes on)
no. | canonical_smiles | S100A4 inh HTS | LGR2 antag | Statin myotox sup | SIRT5 block
17 | O=C(COc1cccc(C(F)(F)F)c1)NNC(=O)Cc1ccc(S(=O)(=O)N2CCOCC2)s1 | 0.5 | 13.8 | 5.1 | -2.3
18 | O=C(Nc1ccc2c(c1)[C@@H]1C[C@H](CC(=O)N3CCc4ccccc4C3)O[C@H](CO)[C@@H]1O2)C1CCC1 | 0.8 | -9.5 | -3.4 | 2.7
19 | Cc1cc(C)cc(C(=O)N2CCC3(CC2)NCCc2[nH]cnc23)c1 | 0.0 | -5.0 | 7.4 | -4.0
20 | CCOC(=O)[C@]12CCCC=C1N(Cc1ccc3c(c1)OCO3)C(=O)[C@H](CC(=O)NCCc1ccccc1OC)C2 | -1.6 | 10.6 | . | .
21 | Cc1ccc(CN2CCCN(Cc3c(F)cccc3Cl)S2(=O)=O)cc1 | -2.3 | 13.2 | -10.1 | -1.9
22 | O=C(COc1coc(CN2CCc3ccccc3C2)cc1=O)Nc1ccc(Cl)cc1 | -0.8 | 2.8 | 8.3 | -0.6
23 | Cc1ccc(C(=O)NNC(=O)c2cc3ccccc3cc2O)cc1 | -1.6 | -24.1 | 1.2 | 0.2
24 | O=C(NCCc1c[nH]c2ccc(Cl)cc12)c1cccnc1 | 8.8 | 8.1 | -40.0 | 2.6

no. | CASP6 VEID inh | esBAF inh | FN deposition inh
17 | 3.0 | 3.2 | 2.7
18 | 1.0 | 1.8 | 7.9
19 | -4.2 | 7.1 | -0.8
20 | 1.4 | . | -5.0
21 | 1.9 | -0.2 | -7.1
22 | -6.3 | -0.2 | 0.1
23 | 1.2 | 6.9 | 3.1
24 | -1.5 | -1.5 | .

# Remaining list, next part
no. | canonical_smiles | S100A4 inh HTS | LGR2 antag | Statin myotox sup | SIRT5 block
25 | Cc1cc(=O)n(-c2ccccc2Cl)[nH]1 | -1.5 | 17.1 | . | -2.6
26 | CCOC(=O)C1CCN(C(=O)c2cc(S(=O)(=O)N(C)C)ccc2N2CCCC2)CC1 | 14.1 | -13.8 | -0.5 | -3.9
27 | CC1(C(=O)NS(=O)(=O)Cc2ccccc2C(F)(F)F)CCN1C(=O)C/C=C/c1ccccc1 (configuration not stated) | -15.0 | -7.2 | -6.8 | .
28 | Cc1c(CCOC(=O)c2cc([N+](=O)[O-])ccc2Cl)sc[n+]1CCCCS(=O)(=O)[O-] | 0.3 | 15.9 | . | -2.5
29 | CN1C(=O)c2cc(NC(=O)Cc3ccccc3)ccc2OC[C@H]2O[C@H](CC(=O)NC3CCC3)CC[C@H]21 | 1.5 | 3.9 | 9.2 | -6.1
30 | COc1ccc(N/C=C(\[N+](=O)[O-])S(=O)(=O)c2ccccc2)cc1 | -5.6 | -8.1 | 11.3 | -2.1
31 | COc1ccc2[nH]c(C(=O)O)c(NC(=O)c3cc(OC)c(OC)c(OC)c3)c2c1 | 1.9 | -2.8 | 8.7 | 1.0
32 | Cc1ccc(C(=O)NCC(=O)NC23CC4CC(CC(C4)C2)C3)cc1 | -0.4 | -23.2 | -16.0 | -1.8

no. | CASP6 VEID inh | esBAF inh | FN deposition inh
25 | 1.1 | . | 1.5
26 | 4.6 | 0.6 | 4.1
27 | 12.7 | -5.6 | -3.5
28 | 1.5 | . | 5.5
29 | 0.4 | 1.9 | -23.1
30 | 2.1 | 7.0 | 4.0
31 | -3.2 | -7.1 | -4.1
32 | -3.5 | 31.4 | 10.4

# The results go on:
no. | canonical_smiles | S100A4 inh HTS | LGR2 antag | Statin myotox sup | SIRT5 block
33 | CN(C)N=Nc1nc[nH]c1C(N)=O | 4.4 | 3.2 | 17.0 | 1.8
34 | CCCCc1cc(=O)oc2cc(OCC(=O)Nc3cccnc3)c(Cl)cc12 | 0.0 | 1.3 | -2.0 | -4.7
35 | COc1cccc2cc(C(=O)NC(C)c3ccccc3)c(=O)oc12 (configuration not stated) | -5.3 | -16.3 | 5.2 | -1.5
36 | COc1ccc(C)c(NC(=O)C2CC(=O)NC3=C2C(=O)CCC3)c1 (configuration not stated) | -1.5 | 11.6 | 5.6 | -7.6
37 | CCCc1nc(-c2ccccc2O)n(-c2ccccc2)n1 | . | . | 25.8 | .
38 | CC(C)(C)c1ccc(CC(=O)N2CCC2(C)C(=O)O)cc1 (configuration not stated) | -0.8 | . | 2.0 | -2.9
39 | COCCNc1c(-c2ccc(OC)cc2)nc2ccc(Cl)cn12 | 11.6 | -76.1 | . | -1.8
40 | COCC(=O)Nc1ccc2c(c1)C(=O)N(C)C[C@H](OC)[C@H](C)CN(Cc1cncnc1)[C@@H](C)CO2 | 6.4 | 5.5 | 5.8 | -1.2

no. | CASP6 VEID inh | esBAF inh | FN deposition inh
33 | -3.2 | 0.9 | -4.0
34 | 2.3 | -3.3 | -3.9
35 | -2.3 | 7.0 | 7.3
36 | -3.3 | 0.9 | 0.3
37 | . | -3.2 | -6.2
38 | -1.0 | 0.1 | -2.6
39 | -3.0 | . | -1.1
40 | 1.3 | 0.1 | 4.2

# An excerpt of these results, screen by screen.
37. CCCc1nc(-c2ccccc2O)n(-c2ccccc2)n1
38. CC(C)(C)c1ccc(CC(=O)N2CCC2(C)C(=O)O)cc1 (configuration not stated)
39. COCCNc1c(-c2ccc(OC)cc2)nc2ccc(Cl)cn12
Screen / compound no.	37	38	39
S100A4 inh HTS	.	-0.8	11.6
LGR2 antag	.	.	-76.1
Statin myotox sup	25.8	2.0	.
SIRT5 block	.	-2.9	-1.8
CASP6 VEID inh	.	-1.0	-3.0
esBAF inh	-3.2	0.1	.
FN deposition inh	-6.2	-2.6	-1.1

# The listing continues:
no. | canonical_smiles | S100A4 inh HTS | LGR2 antag | Statin myotox sup | SIRT5 block
41 | Cc1ccc(/C=N/NC(=O)CSc2nc3nc(C)cc(C)n3n2)cc1 | -5.3 | -2.5 | 21.8 | -1.3
42 | CC1CC(C)(C)N(C(=O)CN2C(=O)CCC2=O)c2ccccc21 (configuration not stated) | 0.9 | -4.7 | -11.7 | -0.4
43 | Cc1nc(C(F)(F)F)ccc1C(=O)N1CCC(C)(C(=O)O)C1 (configuration not stated) | -7.4 | 2.6 | 2.1 | .
44 | CCCCSc1nnc([C@@H](NC(=O)OC(C)(C)C)C(C)C)o1 | . | . | -5.9 | .
45 | C[C@@H]1CN([C@@H](C)CO)C(=O)c2cc(C#CC3CCCCC3)cnc2O[C@H]1CN(C)Cc1cccnc1 | -15.0 | -12.5 | 13.5 | 2.9
46 | CN(CCC#N)C(=S)NC(=O)c1ccc(S(=O)(=O)N2CCOCC2)cc1 | -7.2 | 6.5 | . | -1.1
47 | Fc1ccc(/C=N/Nc2nc(-c3cccnc3)nc3ccccc23)cc1 | -5.3 | 1.2 | -5.6 | -0.7
48 | CC(=O)Nc1cccc(NC(=O)CSc2nccn2Cc2ccco2)c1 | -1.2 | 0.1 | -1.5 | -1.4
49 | C[C@@H]1CN([C@H](C)CO)C(=O)c2cccc(NC(=O)Nc3ccc4c(c3)OCO4)c2O[C@@H]1CN(C)C(=O)Nc1ccc(C(F)(F)F)cc1 | 15.9 | 3.3 | . | 0.2

no. | CASP6 VEID inh | esBAF inh | FN deposition inh
41 | . | 6.0 | .
42 | 0.0 | 1.1 | -0.5
43 | -0.3 | 1.2 | 0.8
44 | . | 4.2 | -15.9
45 | 6.6 | 1.0 | .
46 | 6.4 | . | -6.0
47 | 0.4 | 29.9 | -3.8
48 | -1.8 | 2.8 | .
49 | -0.3 | 3.0 | .
